# Assay outcomes from PubChem BioAssay.
# UPR CHOP act = apoptotic UPR (CHOP) activation. actives 0.34% (n = 330,000). CHO-CHOP luciferase reporter, luminescence; percent of tunicamycin response over DMSO baseline. activation, % at 10 µM;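 active = at 10 µM dose, activation of 40% or more, normalized to positive control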;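 note: 100% = tunicamycin at 10 µg/mL and 0% = DMSO alone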
#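 Assay system: CHO cells with stable CHOP pathway luciferase reporter; Buffer or medium: F12 plus 10% serum; Times: 16-18 h cell attachment, then 6 h compound exposure, 37 °C; Signal: luciferase luminescence; Read-out basis: percent activation relative to tunicamycin control; Control set: tunicamycin high control, DMSO low control.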
# 697 NFkB inh = inhibitors of the PMA/ionomycin-induced NF-kB reporter in 697 B cells | 697 B-cell NF-kB luciferase reporter, 16 h | inhibition, % at 4 µM | actives 0.33% (n = 330,000); in the data active = inhibition above about 35%
# Jurkat NFkB inh = lowers PMA/ionomycin-induced NF-kB signal in Jurkat cells. inhibition, % at 4 µM. PMA/ionomycin-induced NF-kB luciferase reporter, luminescence. AID 435003. actives 0.53% (n = 330,000); in the data active = inhibition above about 50%
# XBP1 UPR activ = activators of adaptive arm of unfolded protein response (XBP1); CHO-XBP1 luciferase reporter, IRE1-XBP1 UPR activation, luminescence; percent of tunicamycin response, DMSO as zero; activation, % at 20 µM; actives 0.33% (n = 330,000); AID 463104;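 active = versus positive control, 20 µM dose yields 30% or more activation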;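 note: 100% = tunicamycin at 10 µg/mL and 0% = DMSO only wells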
#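 incubation = overnight seeding at 37 °C, 6 h compound treatment at 37 °C | assay system = CHO-XBP1 cells stably carrying IRE1-XBP1-driven luciferase reporter | input = 1000 cells per well | detection = luciferase luminescence | dosing = single point, 20 µM final compound, 1% DMSO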
# tim23-1 inh = inhibits growth of tim23-1 mutant yeast | S. cerevisiae tim23-1 growth, BacTiter-Glo luminescence, 24 h | actives 1.3% (n = 330,000) | inhibition, % at 20 µM;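 active = growth inhibition of the mutant yeast at or above 50%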;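 note: temperature-sensitive mutant grown at 25 °C; plate controls were DMSO-treated mutant yeast for no effect and medium wells lacking yeast for full effect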
# Mdm2-MdmX inh = human Mdm2/MdmX binding inhibition | O15151+Q00987 | SaOS-2 split-luciferase Mdm2/MdmX complementation, luminescence | inhibition, % at 8 µM | actives 3% (n = 330,000);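 active = inhibition of at least 50% at 8 µM in the primary screen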
# APJ ag = agonists of human APJ apelin receptor | CHO-K1 APJ PathHunter beta-arrestin, luminescence; 0% DMSO wells, 100% apelin | activation, % at 20 µM | actives 0.11% (n = 330,000);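 active = activation more than six SD over the plate average, tested at 20 µM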;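 note: 0% = DMSO alone and 100% = apelin-13 at 10 nM; some results filed as inactive read as strong as hits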
# Target sequence (P35414 whole entry, looked up): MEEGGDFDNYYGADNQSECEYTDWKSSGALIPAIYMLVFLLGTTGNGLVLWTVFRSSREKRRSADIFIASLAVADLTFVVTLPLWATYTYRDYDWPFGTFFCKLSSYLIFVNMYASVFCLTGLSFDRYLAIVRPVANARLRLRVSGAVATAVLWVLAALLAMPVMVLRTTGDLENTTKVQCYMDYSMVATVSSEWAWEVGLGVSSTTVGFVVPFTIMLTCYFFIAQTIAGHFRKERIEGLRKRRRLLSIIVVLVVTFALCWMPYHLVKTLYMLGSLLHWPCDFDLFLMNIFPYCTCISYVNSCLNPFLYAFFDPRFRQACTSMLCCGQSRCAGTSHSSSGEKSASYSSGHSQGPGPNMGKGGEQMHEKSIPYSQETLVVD
#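 Assay system: engineered CHO-K1 APJ arrestin reporter cells; Amount: 1000 CHO-K1 reporter cells seeded per well; Dosing: one dose, 20 µM compound, 1% DMSO; Times: compound stimulation 90 min at 25 °C, detection 60 min; Measured by: luminescent beta-gal fragment complementation, chemiluminescent substrate; Read-out: APJ–arrestin association signal; Controls: DMSO vs Apelin-13 10 nM.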
# APJ antag = blocks the human apelin receptor APJ; actives 0.32% (n = 330,000); CHO-K1 APJ beta-arrestin complementation, luminescence; P35414; AID 2521; inhibition, % at 20 µM;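 active = inhibition above about 40% at 20 µM, limit read from the data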;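 note: cells challenged with 10 nM apelin-13 agonist together with compound; plate controls were apelin-13 plus DMSO wells for no effect and DMSO wells lacking apelin-13 for full effect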
# * = called active by the depositor.
SMILES,UPR CHOP act,697 NFkB inh,Jurkat NFkB inh,XBP1 UPR activ,tim23-1 inh,Mdm2-MdmX inh,APJ ag,APJ antag
CCOC(=O)C1/C(=N\O)CC(C)(O)C(C(=O)OCC)C1c1ccc(N(C)C)cc1 (stereo not given),0.3,-2,4,-4,32,7,-1,-17
Cn1cc(CNC(=O)c2sc3cccc(Cl)c3c2Cl)cn1,-0.2,13,-9,-1,24,23,4,6
COc1ccc(C(C)C)cc1S(=O)(=O)N1CC(C)OC(C)C1 (stereo not given),-1.1,-6,3,-5,7,15,-1,-10
O=C(Nc1ccc(Cl)cc1)C1C2CCCCC21 (stereo not given),7.4,-94,-80,3,11,-68,1,-6
O=C1C2CCCN2C(c2ccc(F)cc2)N1c1nccs1 (stereo not given),-1.2,-1,1,-1,0,5,-4,19
Cc1ccc(S(=O)(=O)N2CCCCC2)cc1NC(=O)Cn1cc(C(F)(F)F)ccc1=O,0.3,6,3,-2,13,-10,-2,-2
COc1ccc(NC(=O)CSc2ccc3nnc(CCNC(=O)c4ccccc4)n3n2)cc1,1.6,-8,4,-4,9,2,7,11
COc1ccccc1C(=O)NCC(=O)OC(C)C(=O)N1CCOCC1 (stereo not given),0.2,17,2,-1,-1,-6,-4,0
COc1cccc(C2=NOC(C(=O)NCCN3CCOCC3)C2)c1 (stereo not given),-0.3,16,-13,-1,4,-11,0,-14
Cc1ccccc1Nc1nc(N)nc(COc2ccc(C#N)cc2)n1,-1.3,-22,9,-3,8,8,0,1
C=CCn1c(C)cc(C(=O)CSc2nnc(NC(C)C)s2)c1C,1.8,12,14,1,-9,30,0,13
O=C(Nc1ccon1)c1ccccc1F,0.7,6,-2,-2,15,6,-4,-1
COc1ccc(-c2cc(C(F)(F)F)nc(S(=O)(=O)CCCC(=O)Nc3cccc(O)c3)n2)cc1OC,55*,-21,4,6,20,73*,0,-1
CCNC(=S)NNC(=O)c1cc(-c2cc(C)ccc2C)nc2ccccc12,-1.5,8,4,-2,33,-1,-7,9
O=C1COc2ccc(-c3n[nH]c(=O)c4ccccc34)cc2N1,-2.0,14,-22,-3,14,2,1,14
O=C(O)C1Cn2c(nc3c(c2=O)C2(CCCC2)Cc2ccccc2-3)S1 (stereo not given),-0.7,10,-3,0,9,6,0,-10
Cn1cnc([N+](=O)[O-])c1SCC(O)CCl (stereo not given),-0.4,-1,5,-5,9,1,-1,17
CCCN1C(=S)SC(C)(C)C1/[N+]([O-])=C/c1ccc(S(=O)(=O)NC)cc1 (stereo not given),0.4,12,8,0,2,-4,-1,12
CCOC(=O)c1c(NC(=O)COC(=O)c2ccccn2)sc2c1CCC2,-1.2,0,-22,0,30,41,-1,0
CC(=O)CC(C)(C)Nc1nc2cc([N+](=O)[O-])ccc2o1,0.6,8,15,2,-1,1,-3,16
CCCCCCCCN=C1NC(=O)CS1,0.0,-33,-19,0,18,-21,6,7
CCn1cc(C(=O)N2CCCCC2)c(=O)c2cc(S(=O)(=O)N3CCC(C)CC3)ccc21,0.2,-19,15,0,14,15,-2,0
N#Cc1cc2c(nc1Cl)CCC2,0.8,-23,-11,-2,4,0,-1,8
CN(CC(=O)Nc1ccccc1Cl)C(=O)c1ccc(COc2ccccc2)cc1,2.1,5,1,-1,19,10,6,23
O=[N+]([O-])c1ccccc1Oc1ccc(C(F)(F)F)cn1,6.0,22,9,-2,3,-6,-3,15

# Two compounds picked at random from the list so far:
SMILES,UPR CHOP act,697 NFkB inh,Jurkat NFkB inh,XBP1 UPR activ,tim23-1 inh,Mdm2-MdmX inh,APJ ag,APJ antag
O=[N+]([O-])c1ccccc1Oc1ccc(C(F)(F)F)cn1,6.0,22,9,-2,3,-6,-3,15
COc1ccc(-c2cc(C(F)(F)F)nc(S(=O)(=O)CCCC(=O)Nc3cccc(O)c3)n2)cc1OC,55*,-21,4,6,20,73*,0,-1

# (listing goes on)
SMILES,UPR CHOP act,697 NFkB inh,Jurkat NFkB inh,XBP1 UPR activ,tim23-1 inh,Mdm2-MdmX inh,APJ ag,APJ antag
c1ccc(CSc2ccc(-c3ccccn3)nn2)nc1,4.1,-95,-78,-1,-14,-41,0,0
CN(C)S(=O)(=O)c1cccc(-c2nnc(SCc3cc(Cl)cc4c3OCOC4)n2N)c1,-0.7,6,2,-3,15,-1,1,4
CC1CCCN(C(=O)CSc2nnc(-c3ccncc3)n2C)C1 (stereo not given),0.2,10,5,-1,7,16,-1,13
COC1CCN(Cc2c(C(=O)N3CCN(C4CCCCC4)CC3)nc3ccccn23)CC1,0.4,-18,-4,-5,-5,-2,-7,11
COc1cccc2nc3cc(C)c(C)cc3nc12,-2.2,-168,-104,-7,50*,-82,1,-80
CC1CCN(S(=O)(=O)c2cc(Br)cc(C(=O)NC3=NCCS3)c2)CC1,3.8,-13,2,0,34,-4,-1,-17
CCCCN(CCCC)CCNC(=O)c1ccc2nc(-c3ccccc3NC(C)=O)c(=O)[nH]c2c1,-1.2,12,-16,-4,3,12,-3,16
Fc1ccc(CNC(=S)Nc2cccc(C(F)(F)F)c2)cc1,-0.7,-4,8,-4,31,12,-1,-1
Cc1c(NC(=O)CSc2n[nH]c(-c3ccccc3)n2)c(=O)n(-c2ccccc2)n1C,0.3,-1,3,-1,7,10,-2,4
COc1ccc(OC)c(NC(=O)c2ccccc2SC)c1,0.5,12,10,0,18,-32,-5,18
Cn1c(N)c(N2CCCCC2)c(=O)n(CC(=O)Nc2cccc(C#N)c2)c1=O,-0.8,2,10,1,-5,-3,-3,7
CCN(CC)S(=O)(=O)c1ccc2c(c1)nc(CCC(=O)O)n2C,0.3,4,4,0,-1,6,-1,-3
O=C(O)CCCNS(=O)(=O)c1ccc(Br)s1,-0.3,11,-2,-6,-1,-15,-2,15
CC1CCCC(C)N1C(=O)COC(=O)c1cc([N+](=O)[O-])ccc1N1CCOCC1 (stereo not given),-2.8,11,5,1,-2,-8,-4,-1
Cc1cc2c(s1)c1cnn(Cc3ccccc3F)c(=O)c1n2C,2.2,1,2,-2,2,-3,-1,4
O=C(Cc1ccccc1Cl)Nc1ccc(S(=O)(=O)Nc2nccs2)cc1,0.1,20,-1,-2,1,1,0,-14
O=C(C1=C(O)C(=O)N(Cc2ccco2)C1c1cccc([N+](=O)[O-])c1)c1ccco1 (stereo not given),1.7,0,-3,-5,-4,17,2,1
O=C(Nc1cccc(F)c1)NC1(C(=O)N2CCOCC2)CCCCC1,0.9,6,-2,5,9,-8,4,-9
COc1cc(NS(=O)(=O)c2cc(C(=O)NCCc3ccccn3)ccc2OC)cc(OC)c1,0.8,-10,11,-1,-10,-6,-1,5
COCCn1c(SCC(=O)NC2CCCC2)nnc1-c1ccco1,-1.2,-5,-22,-5,2,25,-2,-19
Cc1cccc(Cc2c(C)[nH]c(=O)c(C#N)c2C)c1,-2.2,3,-6,-2,3,22,-1,-5
O=C(O)c1cc(-c2ccccc2)on1,-0.9,9,1,-3,0,20,-8,9
COC(=O)/C(C#N)=C/c1c(N2CCCCCC2)nc2ccccn2c1=O,0.0,-2,-6,7,22,1,-3,-16
c1ccc(C(c2ccccc2)c2noc(CN3CCN(C4CCCC4)CC3)n2)cc1,-1.3,-14,-13,-2,3,10,-2,12
COc1ccc(S(=O)(=O)Nc2cccc3c2O[C@H](CN(C)S(=O)(=O)c2cn(C)cn2)[C@@H](C)CN([C@H](C)CO)C3=O)cc1,1.0,4,-13,-1,-9,10,-3,20

# Some entries already given with just UPR CHOP act and Jurkat NFkB inh.
Structure	UPR CHOP act	Jurkat NFkB inh
O=C(C1=C(O)C(=O)N(Cc2ccco2)C1c1cccc([N+](=O)[O-])c1)c1ccco1 (stereo not given)	1.7	-3
Cc1cccc(Cc2c(C)[nH]c(=O)c(C#N)c2C)c1	-2.2	-6

# (continued)
SMILES,UPR CHOP act,697 NFkB inh,Jurkat NFkB inh,XBP1 UPR activ,tim23-1 inh,Mdm2-MdmX inh,APJ ag,APJ antag
CCOC(=O)N/N=C\c1sccc1C,0.9,14,3,0,15,12,-1,14
CNC(=S)N1N=C(c2ccc(OC)cc2)CC1c1ccc(N(C)C)cc1 (stereo not given),2.9,4,9,-2,12,-14,-5,3
Cc1cc(/C=N/Nc2nc(N)ncc2[N+](=O)[O-])c(C)n1-c1ccccc1F,-10,-86,36,-8,-10,74*,-7,13
CC(Oc1ccccc1Br)C(=O)N1CCc2ccccc21 (stereo not given),3.3,10,22,6,25,-13,-2,28
CN1CCCN(C(=O)/C=C/c2ccc(Cl)cc2Cl)CC1,-0.1,-10,2,2,1,3,-3,-1
C=CCSc1nc(C)c2cc(C)cc(C)c2n1,1.1,3,-12,1,12,11,-4,0
Cc1nn2c(=O)cc(COC(=O)c3c(F)cccc3Cl)nc2s1,3.8,-52,-53,4,15,-26,0,-1
CCOC(=O)[C@@H]1[C@H]2COc3ccc(Br)cc3[C@@H]2N2C(=O)N(c3cccc(Cl)c3)C(=O)[C@]12C,-0.8,6,11,-3,28,-8,-3,-76
CC(C)C(NC(=O)c1ccco1)C(=O)NCC(c1ccco1)N1CCCCC1 (stereo not given),0.4,22,-4,-2,8,12,-3,-5
COc1ccc(NC(=O)c2sc3nc(C)nc(N4CCN(c5ccccn5)CC4)c3c2C)c(OC)c1,6.1,12,-4,-1,-2,36,-1,-17

# Among those listed so far, these have a nitro group on carbon:
SMILES,UPR CHOP act,697 NFkB inh,Jurkat NFkB inh,XBP1 UPR activ,tim23-1 inh,Mdm2-MdmX inh,APJ ag,APJ antag
Cn1cnc([N+](=O)[O-])c1SCC(O)CCl (stereo not given),-0.4,-1,5,-5,9,1,-1,17
CC(=O)CC(C)(C)Nc1nc2cc([N+](=O)[O-])ccc2o1,0.6,8,15,2,-1,1,-3,16
O=[N+]([O-])c1ccccc1Oc1ccc(C(F)(F)F)cn1,6.0,22,9,-2,3,-6,-3,15
CC1CCCC(C)N1C(=O)COC(=O)c1cc([N+](=O)[O-])ccc1N1CCOCC1 (stereo not given),-2.8,11,5,1,-2,-8,-4,-1
O=C(C1=C(O)C(=O)N(Cc2ccco2)C1c1cccc([N+](=O)[O-])c1)c1ccco1 (stereo not given),1.7,0,-3,-5,-4,17,2,1
Cc1cc(/C=N/Nc2nc(N)ncc2[N+](=O)[O-])c(C)n1-c1ccccc1F,-10,-86,36,-8,-10,74*,-7,13
